TRPV1 ag = HTS Assay for Compounds that Act as Agonists of the Vanilloid Receptor 1; Transient receptor potential cation channel subfamily V member 1 (Homo sapiens), Q8NER1; TRPV1-expressing cells, Fluo-8 calcium influx, agonist mode; activation, % at 8.33 µM; 320,000 compounds, 0.19% hits; in the data active = activation above about 80%; inconclusive = between about 30% and that limit; note: 0% is about no effect
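Cells expressing TRPV1 were dye-loaded with Fluo-8 and read kinetically: 10 s baseline, 3 min after compound (agonist portion), then 2 min after EC20 capsaicin (allosteric enhancer portion). Calcium-bound dye fluorescence at 480/520 nm.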
MLL CXXC-DNA inh = qHTS Fluorescence Polarization Assay for Inhibitors of MLL CXXC domain - DNA interaction | Histone-lysine N-methyltransferase 2A (Homo sapiens), Q03164 | MLL-CXXC / FITC-HOXA9 DNA fluorescence polarization | Potency, µM (highest dose often 115 µM), inactives show at the top dose activity change, negative = inhibition, most hits filed as inhibitors | 290,000 compounds, 0.037% hits; active = well fitted inhibition curve with a large enough effect in the polarisation, with a control signal flat, not every such curve was filed as active; inconclusive = small, poorly fitted or top-dose-only effect, or effect the other way, or a change in a side signal; inactive = no such curve, though single readings can be large or run the other way; the % refers to the polarisation; note: potency is the fitted concentration of half-maximal effect
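Fluorescence polarization: 7 uM MLL-CXXC (stock) preincubated 5 min with compounds, then 50 nM fluorescein-HOX-A9 DNA (stock) added; 30 min ambient. Buffer 50 mM Tris-HCl pH 7.5, 50 mM NaCl, 1 mM DTT, 0.05% BSA.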
B2AR arrestin = qHTS assay of beta-arrestin-biased ligands of beta2-adrenergic receptor | Potency, µM (highest dose often 46.1 µM), for the others: at the highest dose activation, hits mostly activators | Beta-2 adrenergic receptor (Homo sapiens), P07550 | beta-arrestin recruitment to beta2AR, cell-based reporter | 330,000 compounds, 0.02% hits;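 note: potency is the fitted concentration of half-maximal effect; 0% = DMSO controls and full agonism = EC100 isoproterenol or metaproterenol; nearly all actives have a fitted effect of over 65% in size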
Target sequence (P07550 whole entry, looked up): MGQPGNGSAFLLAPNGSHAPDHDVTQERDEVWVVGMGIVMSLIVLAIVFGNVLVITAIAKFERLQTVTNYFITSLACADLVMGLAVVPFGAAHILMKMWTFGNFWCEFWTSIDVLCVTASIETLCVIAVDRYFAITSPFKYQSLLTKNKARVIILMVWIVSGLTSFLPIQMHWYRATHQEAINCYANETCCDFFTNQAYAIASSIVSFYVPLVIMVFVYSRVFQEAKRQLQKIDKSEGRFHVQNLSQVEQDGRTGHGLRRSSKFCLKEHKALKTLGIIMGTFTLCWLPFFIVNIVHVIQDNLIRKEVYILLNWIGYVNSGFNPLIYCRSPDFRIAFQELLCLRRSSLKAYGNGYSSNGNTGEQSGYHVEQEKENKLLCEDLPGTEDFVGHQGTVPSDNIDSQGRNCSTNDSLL
A-T KAP1 phos = qHTS Assay for Identifying a Potential Treatment of Ataxia-Telangiectasia | 320,000 compounds, 0.19% hits | […] A-T fibroblasts, KAP-1 phosphorylation AlphaLISA; neocarzinostatin DNA damage 30 min before lysis | Potency, µM (top dose mostly 57.5 µM), inactives show at the top dose activation, usual class: activators; note: potency is the fitted concentration of half-maximal effect; % of control where 0% means no effect; nearly all actives have a fitted effect of over 45% in size
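hTERT-immortalized A-T patient fibroblasts ([…]), 500 cells/well in OPTI-MEM, 1% FBS, got compounds for 60 min, then NCS for 30 min at 37C. Lysates were then assayed for phospho-KAP-1 by AlphaLISA (anti-pKAP1 donor, anti-KAP1 acceptor beads), 6 hr at 25C.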
Integrin act MD = qHTS for Activators of Integrin-Mediated Alleviation for Muscular Dystrophy; 350,000 compounds, 0.064% hits; AID 624291, 2012; alpha7betagal myoblasts, beta-gal FDG fluorescence, 48 h; Potency, µM (highest dose often 38.3 µM), inactives show top-dose activation, usual class: activators;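 note: potency is the fitted concentration of half-maximal effect; 100% = response of the positive control SU9516; nearly all actives have a fitted effect of over 60% in size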
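alpha7betagal+/- myoblasts (passage 13, 250/well) treated 48 h at 37C with compounds at 1:260 dilution of DMSO stock. Lysed, then beta-galactosidase activity read as FDG fluorescence (ex 480/em 540) after 30 min, with pre-read for autofluorescence.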
TCR activator = Activators of T cell receptors: qHTS campaign; primary human leukocytes, anti-CD3, IL-2 HTRF, 48 h; Potency, µM (series often up to 9.22 µM), for the others: at the highest dose activation of IL-2 secretion, actives largely listed as activators; 330,000 tested, under 10 active; note: % of control where 0% means no effect
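48 hr co-incubation of compounds, a-CD3 beads and primary human leukocytes; IL-2 quantified homogeneously by HTRF with anti-IL-2 K and d2 conjugates.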
BRCA1 expr act = qHTS Assay to Identify Small Molecule Activators of BRCA1 Expression. MCF7-BRCA1-FFLuc reporter, luminescence, 48 h; response scale: scaled: vehicle 0%, 10 µM genistein 100%. AID 624202, 2012. 380,000 compounds, 1.1% hits. Potency, µM (highest dose often 46.1 µM), for the others: at the top dose activation, usual class: activators; note: potency is the fitted concentration of half-maximal effect; nearly all actives have a fitted effect of over 80% in size; some results filed as inactive show a strong effect at the top dose
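Activators of BRCA1 expression were detected as increased firefly luciferase luminescence in engineered MCF7 cells after 48 h compound incubation. Signals were scaled to genistein 10 microM as full activation.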
TSG101-PTAP inh = qHTS Assay for Iinhibitors of HIV-1 Budding by Blocking the Interaction of PTAP/TSG101 | Potency, µM (doses to about 115 µM), for the others: at the top dose activity change, negative = inhibition, usual class: inhibitors | AID 493005, 2010 | Fluorescence polarization, FITC-PTAP peptide / Tsg101 binding | 340,000 tested, under 10 active | Tumor susceptibility gene 101 protein (Homo sapiens), Q99816; active = well fitted inhibition curve with a large enough effect in the main read-out, with a control signal flat, not every such curve was filed as active; inconclusive = small, poorly fitted or top-dose-only effect, or effect the other way, or a change in a side signal; inactive = no such curve, though single readings can be large or run the other way; note: potency is the fitted concentration of half-maximal effect; % of control where 0% means no effect
Target sequence (Q99816 whole entry, looked up): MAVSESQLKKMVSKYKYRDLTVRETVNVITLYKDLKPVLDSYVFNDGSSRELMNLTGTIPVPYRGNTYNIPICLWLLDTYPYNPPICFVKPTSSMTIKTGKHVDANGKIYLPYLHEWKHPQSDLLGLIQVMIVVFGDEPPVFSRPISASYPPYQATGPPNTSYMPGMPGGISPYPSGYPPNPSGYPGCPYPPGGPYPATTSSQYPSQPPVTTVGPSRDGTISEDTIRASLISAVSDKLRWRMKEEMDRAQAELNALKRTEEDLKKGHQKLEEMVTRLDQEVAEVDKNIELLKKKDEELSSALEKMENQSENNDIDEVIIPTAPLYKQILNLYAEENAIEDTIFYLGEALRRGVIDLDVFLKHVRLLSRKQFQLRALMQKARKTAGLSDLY
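Steps: Tsg101 binding domain dispensed (10 uM final), compounds pinned in DMSO, FITC-labeled PTAP-motif peptide added (50 nM final); after 20 min binding at room temperature, polarization measured.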
p53 reactivator = qHTS assay for re-activators of p53 using a Luc reporter | H1299 p53-A138V BP100-luciferase reporter, luminescence, 24 h | Potency, µM (highest dose often 92.2 µM), for inactives: at the highest dose activity change, positive = activation, hits mostly activators | 320,000 compounds, 0.063% hits | AID 504706, 2011; note: potency is the fitted concentration of half-maximal effect; % of control where 0% means no effect; nearly all actives have a fitted effect of over 45% in size
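H1299 (p53-null), stable ts p53-A138V + BP100-Luc; 1000 cells/well, Opti-MEM/10% FBS; cpd 4 pt, 1:5; 24 h, 37 deg C, 5% CO2; detection reagent 10 min RT; luminescence.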
ELG1 DNA repair = qHTS screen for small molecules that inhibit ELG1-dependent DNA repair in human embryonic kidney (HEK293T) cells expressing luciferase-tagged ELG1. HEK293T ELG1-luciferase reporter, luminescence, 16 h; DNA damage induced by 5-fluorouridine. 330,000 compounds, 2.3% hits. Potency, µM (series often up to 46.1 µM), inactives show top-dose activity change, negative = inhibition, usual class: inhibitors; note: potency is the fitted concentration of half-maximal effect; % is set by controls: 0 for no effect and ±100 for the full control effect; nearly all actives have a fitted effect of over 55% in size
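DMSO vehicle served as the neutral condition. Each well held 2,000 cells given 5-fluorouridine plus compound; after 16 hr at 37 °C/5% CO2, ONE-Glo was added and luciferase measured 30 min later.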
Starred values were filed as active, the others as inactive; ? = inconclusive; nt = not tested or not shown; [ ] = remark or other dose. Unless noted, calls come from the whole dose curve; as a rule, active = well fitted curve in the direction sought with a large enough effect; inconclusive = small, poorly fitted or top-dose-only effect, or another doubt; inactive = no such curve, though single readings can be large; an effect the other way counts as inactive or inconclusive.

SMILES | TRPV1 ag | MLL CXXC-DNA inh | B2AR arrestin | A-T KAP1 phos | Integrin act MD | TCR activator | BRCA1 expr act | TSG101-PTAP inh | p53 reactivator | ELG1 DNA repair
O=C1C(Cl)=C(N2CCN(c3ccccc3[N+](=O)[O-])CC2)C(=O)c2ccccc21 | -0.9 | 3.8% | -2.1% | 23.0% | -48.9%[inhibitor] | 5.8%[46.1 µM] | -108.4%[inhibitor] | -7.2% | -30.6%[inhibitor] | ?
CC(C)c1ccc([N+](=O)[O-])cc1S(=O)(=O)N1CCN(C)CC1 | 0.6 | -0.1% | -0.3% | 7.7% | -19.4% | -1.0% | -0.8% | -4.0% | nt | -11.5%
Cc1cc(C)n(CCNC(=O)c2cc(COc3ccc(F)cc3Cl)on2)n1 | 4.4 | -11.9% | 0.1% | -5.1% | 5.7% | -0.6% | 0.1% | -0.3% | -6.5% | -28.4%
COc1ccc(-n2c(C)cc(=O)c3c2CC(C)(C)CC3=O)cc1 | 4.7 | -2.7% | 0.0% | 3.2% | -18.5% | 0.8% | -6.7% | -3.1% | -9.4% | 2.3%
Cn1c(Oc2ccccc2NCc2cc(Br)ccc2O)cc(=O)n(C)c1=O | 1.2 | 5.1% | -0.2% | 16.4% | -26.4% | 2.3% | -49.0% | -7.1% | -12.3% | ?
N=c1oc2ccc(Br)cc2cc1C(=O)NC1CCCCCC1 | 4.1 | 8.9% | -0.2% | 12.6% | 5.1% | -2.7% | -1.2% | 1.2% | 0.1% | 11.3%
CSc1cccc(NC(=O)N2CCN(C)CC2)c1 | 2.6 | 0.7% | -0.6% | 15.5% | -15.5% | 2.1% | -5.3% | -3.3% | -6.5% | 0.1%
Cc1cccc(-c2noc(CCCC(=O)Nc3cccnc3)n2)c1 | nt | -8.7% | -0.4% | 7.1% | 11.0% | 0.6% | 5.7% | -0.8% | -2.5% | -28.6%
CCN(CC)c1ccc2cc(S(=O)(=O)c3ccc(C)cc3)c(=O)oc2c1 | ? | ? | -0.6% | 9.0% | -26.0% | -1.5%[46.1 µM] | -16.2% | ? | -1.7% | -9.1%
CSCCC(NS(=O)(=O)c1ccccc1F)C(=O)NCCCn1nc(C)cc1C (centres undefined) | 0.5 | nt | -0.3% | -2.3% | -10.9% | 0.5% | -4.7% | -3.0% | -0.4% | 1.2%
O=C(NCc1ccco1)c1c2c(nc3ccccc13)CCC2 | -0.8 | 1.9% | 0.2% | 3.0% | -52.8%[inhibitor] | 4.3% | -8.8% | -2.7% | 0.5% | -5.2%
COc1cc(/C=C/C(=O)OCC(=O)NCc2ccc(F)cc2)ccc1O | nt | nt | -0.4% | 3.9% | -12.8% | 16.1%[46.1 µM] | -20.2% | -2.2% | -3.1% | -9.1%
COCc1ccc(CN2CCCC(CO)(Cc3ccccc3C)C2)o1 (centres undefined) | 2.6 | -2.4% | -0.1% | 2.2% | 23.4% | 9.2% | 0.0% | 0.8% | 0.3% | -4.9%
COC(=O)c1c(-c2ccccc2)csc1NC(=O)C1CC=CCC1C(=O)O (centres undefined) | -0.9 | -18.0% | 0.0% | -3.6% | -1.4% | 2.7% | 55.4% | 1.2% | 4.2% | 6.3%
CCOc1ccc(Nc2ccc([N+](=O)[O-])c3nonc23)cc1 | 2.9 | ? | 0.0% | -0.4% | 22.3% | -6.2% | 96.1% | -2.5% | nt | ?
CCOC(=O)NC(NCCc1ccccc1)(C(F)(F)F)C(F)(F)F | -2.7 | 1.3% | 0.1% | 1.4% | 29.1% | -67.2% | 5.8% | -8.4% | -2.2% | 12.5%
CCc1ccc(C2C(C#N)=C(N)Oc3n[nH]c(CC(=O)OC)c32)cc1 (centres undefined) | 0.4 | 1.9% | -0.5% | -1.5% | -8.7% | 2.0%[46.1 µM] | -17.2% | -8.3% | 13.2% | 16.7%
CN(C)CCCNC(=S)N(CCCO)Cc1cc2cc3c(cc2[nH]c1=O)OCO3 | 2.9 | -7.2% | -0.3% | 15.1% | 8.6% | 2.3% | -7.6% | -7.4% | 11.6% | ?
CCN(CC(=O)Nc1c(C(=O)OC)[nH]c2ccc(Cl)cc12)c1ccc2c(c1)OCO2 | 29.4 | 2.8% | -0.1% | 0.3% | -33.4% | -0.8% | -60.2% | -14.6% | 3.6% | 23.1µM*
CC1=CC(C)(C)N(C(=O)CNC2CCCC2)c2cc(C)ccc21 | 15.1 | 0.8% | 0.3% | -2.7% | 0.0% | 4.0% | 1.2% | -1.0% | -1.8% | -7.2%
COc1cccc(NC(=O)CSc2nc(=O)n(Cc3ccncc3)c3c2CCCC3)c1 | -2.6 | nt | 0.0% | 6.0% | 19.1% | -2.6% | -29.1% | -4.5% | -3.4% | -1.3%
O=C(CCC(=O)N(CC(=O)NC1CCCCC1)c1ccccc1F)Nc1nccs1 | 1.9 | 3.8% | 0.2% | -3.1% | ? | 2.5% | -7.0% | -1.2% | -0.6% | -6.9%
COc1cc(-c2nc3c[n+](CC(=O)c4ccccc4)ccc3n2C)cc(OC)c1OC | 1.8 | 11.6% | -0.9% | 0.5% | -7.1% | 3.4%[46.1 µM] | -6.8% | -6.8% | -0.7% | -5.8%
COCCN(CCOC)C(=O)CN1C(=O)NC2(CCCc3sccc32)C1=O (centres undefined) | 0.4 | 7.5% | -0.4% | -6.5% | -17.3% | 1.0% | -10.0% | -0.7% | 4.0% | 3.8%
O=C(Nc1cccc(S(=O)(=O)N2CCOCC2)c1)c1cc([N+](=O)[O-])ccc1N1CCOCC1 | 6.3 | nt | -0.1% | 5.2% | 2.3% | 3.8% | -26.8% | -0.1% | -2.1% | -0.3%
SMILES | TRPV1 ag | MLL CXXC-DNA inh | B2AR arrestin | A-T KAP1 phos | Integrin act MD | TCR activator | BRCA1 expr act | TSG101-PTAP inh | p53 reactivator | ELG1 DNA repair
CCCc1cc(=O)[nH]c(SCC(=O)Nc2sc3c(c2C#N)CCCC3)n1 | 7.2 | -11.2% | 0.4% | 2.4% | 0.0% | 11.5% | 12.2% | -0.6% | -10.2% | 2.4%
O=C(O)CCCN1C(=O)/C(=C\c2ccccc2OCc2ccccc2)SC1=S | 0.9 | -27.5% | 0.2% | 0.6% | 4.2% | 1.2% | -22.3% | -6.6% | ? | -3.4%
COc1ccc(CN2CCN(C(=O)c3cccs3)CC2)c(OC)c1OC | 3.5 | -0.8% | 0.0% | 11.0% | -13.8% | 1.7% | -32.7% | -1.2% | -3.8% | 20.6µM*
CCCCN(C(=O)C1CC(=O)N(c2ccc3c(c2)OCCO3)C1)c1c(N)n(CC(C)C)c(=O)[nH]c1=O (centres undefined) | 2.5 | nt | -0.1% | 2.4% | 1.2% | 1.1% | -15.6% | -5.9% | -0.7% | 20.6%
Oc1ccc(Nc2nc(N3CCCC3)c3ccccc3n2)cc1 | -0.2 | ? | -1.4% | -1.2% | -57.0%[inhibitor] | -0.3% | -62.6% | -1.6% | -8.7% | 8.0%
CSc1ccc(S(=O)(=O)NC2CC3CCC2C3)cc1 (centres undefined) | 12.0 | -10.6% | -0.9% | -1.8% | 6.2% | -11.4% | -1.0% | -6.5% | 5.6% | 1.7%
CCOC(=O)c1[nH]ncc1CN1CCCC(C(=O)c2cccc3ccccc23)C1 (centres undefined) | 0.0 | -7.0% | 0.2% | 8.9%[11.5 µM] | -18.1% | 3.6% | 2.3% | -3.4% | 0.1% | 7.2%
CC(=O)Nc1ccc(S(=O)(=O)NC2(C(F)(F)F)NC(=O)N(CC(C)C)C2=O)cc1 (centres undefined) | 6.3 | -7.0% | 0.0% | 0.2% | -6.8% | 2.5% | 0.0% | -3.5% | 3.2% | ?
COC(=O)c1sc(=S)n(-c2ccc(Cl)cc2)c1C | -4.2 | -3.1% | 6.9% | -0.8% | 4.6% | -6.9% | -10.5% | -4.2% | -1.3% | ?
O=C(Nc1nnc(C2CC2)s1)c1ccncc1 | 0.6 | 13.1% | -0.3% | 4.6% | 15.4% | 1.4% | 110.4% | -1.7% | 2.2% | 28.5%
COc1ccc(CNC(=O)C(C)N(Cc2ccccc2OC)C(=O)c2snc(C(N)=O)c2N)cc1 (centres undefined) | 1.1 | -2.5% | -0.4% | 2.9% | -4.1% | 1.8% | -27.7% | 0.5% | -4.0% | ?
COc1ccccc1OCCCC(=O)NC(C)c1ccccc1 (centres undefined) | 4.0 | -1.8% | 0.5% | -1.4% | -7.1% | 12.0% | -3.3% | -1.9% | 0.1% | 3.6%
Fc1ccc(Nc2nc3ccccc3s2)cc1 | 1.3 | 19.3% | 0.0% | -1.0% | 6.2% | -19.7% | 0.0% | 0.3% | 19.2% | ?
O=C(COc1ccccc1-c1ccccc1)NNC(=O)NC1CCCCC1 | -0.5 | -1.1% | 0.1% | -2.0% | -21.7% | -1.4% | -26.2% | 0.9% | -3.9% | ?
